G9a block – qHTS Assay for Inhibitors of Histone Lysine Methyltransferase G9a; G9a H3K9 monomethylation, AlphaScreen, 2 h; Potency, µM (series often up to 102 µM), inactives show top-dose activity, negative = inhibition, most hits filed as inhibitors; 350,000 tested, 8.8% active; further: on the % scale 0 is the no-effect control and ±100 the full control effect; nearly all actives have a fitted effect of over 75% in size
Target sequence (Q96KQ7 913-1193 limits assumed): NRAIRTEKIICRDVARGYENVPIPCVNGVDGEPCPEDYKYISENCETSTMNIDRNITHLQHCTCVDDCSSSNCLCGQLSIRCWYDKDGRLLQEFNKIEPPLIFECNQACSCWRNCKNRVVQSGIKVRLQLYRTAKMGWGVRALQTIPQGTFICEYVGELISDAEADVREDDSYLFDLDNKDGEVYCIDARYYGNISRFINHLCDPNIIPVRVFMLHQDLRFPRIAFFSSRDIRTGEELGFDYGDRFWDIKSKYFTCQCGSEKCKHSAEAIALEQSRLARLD
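Step 1: enzyme (final 20 nM) with compound, 15 min RT. Step 2: substrate peptide 500 nM and SAM 20 uM, 2 h RT. Step 3: anti-H3K9me1 antibody and AlphaScreen beads, 10 min, then plate read.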
APE1 inh – qHTS Assay for Inhibitors of the Human Apurinic/apyrimidinic Endonuclease 1 (APE1) | DNA repair nuclease/redox regulator APEX1 (Homo sapiens), P27695 | recombinant APE1, TAMRA/BHQ-2 abasic DNA cleavage fluorescence | Potency, µM (titrated, usually from 65.8 µM), for the others: at the highest dose activity change, negative = inhibition, usual class: inhibitors | 350,000 tested, 0.35% active;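 further: plate controls were vehicle for no effect and reference inhibitor for full effect; nearly all actives have a fitted effect of over 55% in size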
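Measures dequenching upon AP-site incision of a 5'-TAMRA/3'-BHQ-2 THF-containing duplex, 50 nM; human APE1 0.75 nM after 15 min room-temperature exposure to compound; kinetic three-point read at one-minute spacing.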
POLB inh – qHTS Assay for Inhibitors of DNA Polymerase Beta. AID 485314, 2010. Potency, µM (series often up to 114 µM), for inactives: top-dose activity change, negative = inhibition, actives largely listed as inhibitors. P06746. 340,000 tested, 1.3% active. Pol beta primer extension/strand displacement, fluorescence kinetic; further: on the % scale 0 is the no-effect control and ±100 the full control effect
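Curves were derived by four-parameter Hill fits of normalized qHTS data. The kinetic fluorescent primer-extension read was taken at 0 and 10 min after 50 nM substrate, following a 15 min room-temperature preincubation of 10 nM enzyme with compounds.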
BAZ2B block – qHTS Assay for Inhibitors of BAZ2B | Bromodomain adjacent to zinc finger domain protein 2B (Homo sapiens), Q9UIF8 | AlphaScreen BAZ2B-H3K14Ac peptide displacement | Potency, µM (doses to about 114 µM), inactives show at the highest dose activity change, negative = inhibition, usual class: inhibitors | 360,000 tested, 4.4% active | AID 504333, 2011; further: on the % scale 0 is the no-effect control and ±100 the full control effect; nearly all actives have a fitted effect of over 60% in size
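Protein-peptide AlphaScreen: BAZ2B 50 nM, b-H3K14Ac 50 nM, 1x PBS pH 7.4 + 0.01% Tween-20. Preincubation 30 min RT; cpd 30 min RT (top 110 uM); beads 20 min RT, light-protected.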
Pol iota inh – qHTS for Inhibitors of Polymerase Iota; Pol iota fluorescent replication assay, 10 min; Potency, µM (series often up to 115 µM), inactives show at the highest dose activity, negative = inhibition, hits mostly inhibitors; 390,000 tested, 1% active; AID 588590, 2011
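Fluorescent replication assay read twice, at 0 min and 10 min after adding 50 nM (final) substrate. Enzyme (10 nM) and compounds were first incubated 15 min at room temperature; enzyme-free buffer wells were negative controls.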
Pol kappa inh – qHTS for Inhibitors of Polymerase Kappa; AID 588579, 2011; purified Pol kappa, fluorescent DNA synthesis assay, 10 min; 400,000 tested, 0.53% active; Potency, µM (doses to about 107 µM), without a hit: at the highest dose activity, negative = inhibition, hits mostly inhibitors; further: on the % scale 0 is the no-effect control and ±100 the full control effect
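Enzyme at 10 nM met test compounds for 15 min at room temperature. Substrate addition (50 nM final) began the reaction, which was monitored by fluorescence at 0 and 10 min.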
JMJD2A Tudor – qHTS Assay for Inhibitors of JMJD2A-Tudor Domain. 390,000 tested, 4.4% active. AID 504339, 2011. AlphaScreen JMJD2A-Tudor / H3K4me3 peptide binding. Potency, µM (top dose mostly 114 µM), inactives show at the highest dose activity change, negative = inhibition, usual class: inhibitors; further: on the % scale 0 is the no-effect control and ±100 the full control effect; nearly all actives have a fitted effect of over 50% in size
BLM helicase inh – qHTS Assay for Inhibitors of Bloom's syndrome helicase (BLM); 350,000 tested, 0.2% active; recombinant BLM DNA unwinding, fluorescence dequenching; RecQ-like DNA helicase BLM (Homo sapiens), P54132; Potency, µM (titrated, usually from 56.1 µM), for inactives: at the top dose activity change, negative = inhibition, usual class: inhibitors;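 further: plate controls were vehicle for no effect and no enzyme for full effect; nearly all actives have a fitted effect of over 35% in size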
Pol eta inh – qHTS for Inhibitors of Polymerase Eta | DNA polymerase eta (Homo sapiens), Q9Y253 | recombinant Pol eta, fluorescent DNA replication assay | Potency, µM (titrated, usually from 114 µM), for the others: top-dose activity change, negative = inhibition, hits mostly inhibitors | 390,000 tested, 1.2% active | AID 588591, 2011; further: on the % scale 0 is the no-effect control and ±100 the full control effect
Target sequence (Q9Y253 whole entry, looked up): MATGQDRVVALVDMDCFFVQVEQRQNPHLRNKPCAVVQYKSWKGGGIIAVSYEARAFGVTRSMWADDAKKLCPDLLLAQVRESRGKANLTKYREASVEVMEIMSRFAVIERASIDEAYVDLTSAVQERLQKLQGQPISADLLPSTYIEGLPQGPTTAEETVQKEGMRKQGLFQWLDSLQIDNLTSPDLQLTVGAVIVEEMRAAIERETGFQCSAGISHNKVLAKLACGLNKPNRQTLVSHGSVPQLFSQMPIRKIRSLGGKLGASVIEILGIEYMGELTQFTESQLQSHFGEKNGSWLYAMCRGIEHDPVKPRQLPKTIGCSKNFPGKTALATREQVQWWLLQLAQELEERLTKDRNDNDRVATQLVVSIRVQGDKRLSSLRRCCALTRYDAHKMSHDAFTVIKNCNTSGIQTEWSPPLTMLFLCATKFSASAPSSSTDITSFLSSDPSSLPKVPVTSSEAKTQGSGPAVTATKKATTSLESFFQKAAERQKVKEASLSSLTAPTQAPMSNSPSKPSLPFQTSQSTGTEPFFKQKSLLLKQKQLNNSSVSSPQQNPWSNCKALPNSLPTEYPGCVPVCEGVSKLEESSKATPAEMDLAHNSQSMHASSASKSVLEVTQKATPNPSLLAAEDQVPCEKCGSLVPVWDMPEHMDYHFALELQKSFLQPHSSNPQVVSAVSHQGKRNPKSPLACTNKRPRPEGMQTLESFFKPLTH
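Pol eta (10 nM) was preincubated with compounds for 15 min at room temperature, after which fluorescent replication substrate (50 nM final) was added to start the reaction. Fluorescence was read kinetically at 0 and 10 min.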
Active calls of the source: *; ? = inconclusive; · = not tested or not shown; [ ] = another dose, or the depositor's remark. The call rests on the fitted dose curve; in most records, active means well fitted curve in the direction sought with a large enough effect; inconclusive means small, poorly fitted or top-dose-only effect, or another doubt; inactive means no such curve, though single readings can be large; an effect the other way counts as inactive or inconclusive. Potency means the concentration at half of the fitted maximal effect.

SMILES	G9a block	APE1 inh	POLB inh	BAZ2B block	Pol iota inh	Pol kappa inh	JMJD2A Tudor	BLM helicase inh	Pol eta inh
COc1ccc(CN2C(=O)CCC2(C)C(=O)NCc2cccnc2)c(OC)c1 (stereo not given)	7.2%[59 µM]	-2.4%	9.3%	4.6%	22.8%	-2.1%	42.1%[activator]	-1.0%	7.1%
Cc1ccccc1Cn1ccc(NC(=O)c2nn(C)cc2[N+](=O)[O-])n1	-3.6%[59 µM]	12.1%	13.5%	6.7%	51.7%[activator]	-34.0%	-4.1%	6.4%	6.8%
CN(C)c1ccc(/C=N/N2C(=O)c3ccccc3C2=O)cc1	20.8%[59 µM]	-4.0%	1.6%	3.8%	-14.9%	-5.1%	-3.4%	-2.7%	-6.1%
CCOc1ncccc1C(=O)Nc1cc(S(=O)(=O)N2CCCCCC2)ccc1OC	-8.6%	-14.2%	·	9.8%	24.3%	-1.9%	-6.9%	·	-17.4%
O=C(Nc1ccccc1)Nc1nc2ccccc2s1	-5.3%	8.4%	-7.6%	0.8%	?	-7.5%	-19.3%	-6.1%	-20.0%
Cc1nc(NCc2ccccn2)c2ccccc2n1	-20.0%[12.7 µM]	3.6%	-24.7%	-3.8%	5.7%	-1.1%	-13.5%	-6.8%	-11.2%
CC1(C)NC(=O)N(CC(O)COc2cccc(F)c2)C1=O (stereo not given)	-5.6%[59 µM]	2.5%	8.5%	12.5%	6.4%	1.3%	-9.7%	0.1%	-4.5%
COc1ccc(F)cc1C(=O)C1CCCN(Cc2ccc(Sc3nncn3C)o2)C1 (stereo not given)	-30.3%	-2.1%	-2.2%	-3.2%	9.8%	0.5%[60.1 µM]	9.4%	2.1%	-23.9%
COc1ccc(COC(=O)CNC(=O)C2CCCCC2)cc1F	·	21.6%	·	·	40.4%[activator]	1.9%	2.7%	·	-11.4%
COc1ccc(N(CCCN2C(=O)c3cccc4cccc(c34)C2=O)C(=O)c2ccncc2)cc1	?	-3.2%	0.7%	?	12.0%	-3.7%	?	-9.9%	-4.8%
CCn1c2ccccc2c2cc(NC(=O)COc3ccc(C)cc3C)ccc21	-36.0%[59 µM]	·	-11.6%	2.2%	21.2%	-3.8%	-4.5%	-7.5%	·
CC(=O)c1cccc(NC(=O)C(C)OC(=O)CNC(=O)c2ccc(C)s2)c1 (stereo not given)	4.0%	?	?	-37.5%	?	-29.6%	-30.6%	-2.7%	5.0%
CCN(C(=O)CSc1nncn1-c1ccccc1)C1CCS(=O)(=O)C1 (stereo not given)	10.2%	-5.6%	·	-4.9%	17.6%	-18.9%	-19.3%	·	-14.1%
Cc1ccnc(NC(=O)CCCNC(=O)c2ccc(Cl)cc2)c1	7.0%	2.7%	·	5.2%	46.3%[activator]	5.2%	-14.1%	·	-16.7%
Cn1cc(-c2nc3cncnc3n(CCN)c2=O)c2ccccc21	7.2%[0.501 µM]	-7.8%	·	·	·	-20.7%[60.1 µM]	·	60.3%[activator]	·

Reprinted at random: 4 entries already listed
SMILES	G9a block	APE1 inh	POLB inh	BAZ2B block	Pol iota inh	Pol kappa inh	JMJD2A Tudor	BLM helicase inh	Pol eta inh
COc1ccc(N(CCCN2C(=O)c3cccc4cccc(c34)C2=O)C(=O)c2ccncc2)cc1	?	-3.2%	0.7%	?	12.0%	-3.7%	?	-9.9%	-4.8%
COc1ccc(COC(=O)CNC(=O)C2CCCCC2)cc1F	·	21.6%	·	·	40.4%[activator]	1.9%	2.7%	·	-11.4%
Cc1nc(NCc2ccccn2)c2ccccc2n1	-20.0%[12.7 µM]	3.6%	-24.7%	-3.8%	5.7%	-1.1%	-13.5%	-6.8%	-11.2%
Cc1ccnc(NC(=O)CCCNC(=O)c2ccc(Cl)cc2)c1	7.0%	2.7%	·	5.2%	46.3%[activator]	5.2%	-14.1%	·	-16.7%

Next part.
SMILES	G9a block	APE1 inh	POLB inh	BAZ2B block	Pol iota inh	Pol kappa inh	JMJD2A Tudor	BLM helicase inh	Pol eta inh
COc1cc(C(=O)NC(=S)Nc2nccs2)cc(OC)c1OC	?	-1.5%	-14.6%	-26.0%	-3.2%	0.5%	-14.0%	-1.2%	-13.1%
CCN(c1ccccc1)S(=O)(=O)c1ccc2ccccc2c1	-11.6%[2.33 µM]	-11.6%	2.5%	39.7%[activator]	127.5%[activator]	-0.7%	62.7%[activator]	-6.8%	-14.9%
NC(=O)c1ccccc1NC(=O)/C=C/c1ccc(Cl)cc1	8.5%[59 µM]	-5.0%	-1.0%	10.1%	6.6%[58.9 µM]	-8.5%	-10.8%	-2.4%	-2.5%
Cc1cccc(C(C)C)c1NC(=O)CN1C(=O)NC2(CCc3ccccc32)C1=O (stereo not given)	?	30.3%	·	6.6%	23.4%	-1.3%	-13.0%	·	-14.4%
O=C(/C=C/c1cccc([N+](=O)[O-])c1)Nc1cccc(NC(=O)c2cccs2)c1	-49.5%[59 µM]	-4.3%	0.0%	-9.8%	15.7%	4.4%	?	-5.9%	8.7%
NC(=O)CNC(=O)[C@@H]1CC2(CC(c3cccc([N+](=O)[O-])c3)=NO2)CN1C(=O)c1ccccc1 (stereo not given in full)	-32.9%	-2.6%	6.0%	9.3%[57.1 µM]	26.5%	-19.6%	-17.6%	1.6%	-13.1%
COc1cc2c(C#CCCO)c(-c3ccc(C#N)cc3)oc(=O)c2cc1OC	0.0%[0.501 µM]	51.0%[activator]	·	-2.1%	17.0%	12.4%	-12.1%	·	?
Cn1cc(CN2CCN(Cc3ccccc3)C(CCO)C2)c(-c2ccccc2)n1 (stereo not given)	-2.1%	4.2%	4.8%	5.2%	37.7%	12.0%	-8.8%	-1.0%	-9.9%
Cc1cc2ncn(C(=O)N3CCCCC3)c2cc1C	18.2%	?	19.4%	-0.9%	31.8%[activator]	4.3%	-5.5%	-2.2%	-2.5%
CC1CN(C(=O)Nc2ccc(C(=O)NCCc3ccccc3)cc2)c2ccccc2S1 (stereo not given)	?	·	-26.0%	-12.9%	-15.5%	-14.2%	-4.0%	-11.4%	-9.9%
N=C1SC(c2ccccc2)C(=O)N1c1ncc(Cc2ccccc2)s1 (stereo not given)	7.6%[59 µM]	-1.3%	50.1µM*	-3.1%	2.4%	-41.9%	-18.9%	-4.2%	-0.3%
CCOc1ccc(C2C(=O)N(C3CCCCCC3)CC(=O)N2CCc2ccc(Cl)cc2)cc1OC (stereo not given)	-28.8%[59 µM]	·	-0.3%	-17.5%	40.2%[activator]	-0.1%[60.1 µM]	-24.2%	-5.7%	-18.5%
COc1ccc2[nH]c3c(c2c1)CCN1C(=O)N([C@@H](C)C(=O)NCC2CCCO2)C(=O)[C@]31C (stereo not given in full)	·	-0.8%	31.5%	?	59.2%[activator]	9.5%	-11.6%	-2.4%	-12.7%
COc1ccc(CC(=O)NNC(=O)COc2ccc(C)cc2)cc1S(=O)(=O)N1CCOCC1	0.0%	-4.3%	·	9.5%	7.5%	-0.8%	5.9%	·	-7.5%
CCCC12CN3CC(C)(CN(C1)C3c1ccc(CC)cc1)C2=O (stereo not given)	?	·	15.0%	4.3%	4.0%	11.6%	7.9%	0.7%	-10.3%
Cc1ccsc1/C=N/NC(=S)NCCc1ccccc1	0.6%	-0.4%	-8.1%	?	162.6%[activator]	-2.1%	-22.6%	-14.6%	-21.8%
Oc1ccc(N=Nc2cccc(C(F)(F)F)c2)cc1C=Nc1ccc(N2CCOCC2)cc1	?	6.6%	-2.2%	?	6.1%	-10.8%	?	-2.1%	12.7%
CCOc1cc(/C=C2/NC(=O)N(CC(=O)OC)C2=O)ccc1O	12.3%[59 µM]	?	22.8%	-15.8%	95.4%[activator]	-2.1%	2.4%	-0.7%	-9.3%
CNS(=O)(=O)c1cccc(C(=O)NCC2CCCCC2)c1	2.3%	-6.1%	42.2%	3.4%	-17.6%	5.4%[60.1 µM]	5.7%	-1.6%	-9.1%
CC(=O)N(C(C)=O)c1ncn(C)c1S(=O)(=O)Nc1ccccc1	·	·	·	·	89.4%[activator]	-1.4%	-16.4%	·	-15.7%
Clc1ccc(C(c2nnnn2CCc2ccccc2)N2CCSCC2)cc1 (stereo not given)	?	-4.9%	-1.1%	4.2%	?	-5.9%	-26.6%	-11.1%	-10.3%
COc1ccc2c(c1)CCc1cnc(N)nc1-2	-2.9%	-0.8%	-1.7%	1.2%	143.5%[activator]	-15.7%	-8.6%	-0.9%	-12.9%
O=C(Nc1nc2ccccc2s1)c1ccc2c(c1)OCO2	11.3%[59 µM]	2.6%	18.1%	1.9%	3.7%	1.8%	-1.4%	-1.0%	-9.4%
CC1CCN(C(=O)CN(c2ccc3c(c2)OCO3)S(C)(=O)=O)CC1	-10.7%[59 µM]	13.9%	46.5%	7.3%	38.7%[activator]	-13.0%	-9.2%	-0.6%	2.1%
Cc1ccc(-c2cc(C(=O)OCC(=O)N(C)C3CCS(=O)(=O)C3)c3ccccc3n2)c(C)c1 (stereo not given)	-35.7%	-11.1%	-1.6%	-25.9%	176.3%[activator]	-3.6%	-25.6%	-14.5%	-26.6%
COc1ccc(-c2nc(CNS(=O)(=O)c3ccc(F)cc3)cs2)cc1	19.3%[59 µM]	·	-1.2%	44.8%[activator]	15.4%	-0.8%	-5.0%	-3.1%	·
COc1cc2c(cc1OC)C(c1ccccc1)N(C(=O)CCl)CC2 (stereo not given)	-6.8%[59 µM]	-3.6%	-4.0%	6.6%	?	-12.5%	-12.9%	-5.8%	-0.9%
COc1cc2c(-c3ccccc3)c(C)oc2cc1/C=N/NC(N)=S	·	·	·	·	3.2%	8.6%	-11.5%	·	-0.3%
O=C1C2C(C(=O)N1/N=C/c1cc(Br)cc([N+](=O)[O-])c1O)C1C=CC2C12CC2 (stereo not given)	?	-5.4%	-0.1%	?	-16.5%	-33.1%	79.4µM*	-3.0%	?

Screens deposited in PubChem by National Center for Advancing Translational Sciences (NCATS).

Not all compounds are listed. The share of hits here may be higher or lower than overall.
